Bioassay records from PubChem.
mcGAS MS inh – mouse cGAS inhibition by mass spec; recombinant mouse cGAS, cGAMP by RapidFire MS; inhibition, % at 12.5 µM; actives 0.18% (n = 130,000);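 active = inhibition of cGAS enzyme activity at or above 60%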;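 also: enzyme stimulated by 45 bp dsDNA with ATP and GTP substrates; cGAMP share of summed cGAMP plus half ATP and half GTP signals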
Target sequence (Q8C6L5 whole entry, looked up): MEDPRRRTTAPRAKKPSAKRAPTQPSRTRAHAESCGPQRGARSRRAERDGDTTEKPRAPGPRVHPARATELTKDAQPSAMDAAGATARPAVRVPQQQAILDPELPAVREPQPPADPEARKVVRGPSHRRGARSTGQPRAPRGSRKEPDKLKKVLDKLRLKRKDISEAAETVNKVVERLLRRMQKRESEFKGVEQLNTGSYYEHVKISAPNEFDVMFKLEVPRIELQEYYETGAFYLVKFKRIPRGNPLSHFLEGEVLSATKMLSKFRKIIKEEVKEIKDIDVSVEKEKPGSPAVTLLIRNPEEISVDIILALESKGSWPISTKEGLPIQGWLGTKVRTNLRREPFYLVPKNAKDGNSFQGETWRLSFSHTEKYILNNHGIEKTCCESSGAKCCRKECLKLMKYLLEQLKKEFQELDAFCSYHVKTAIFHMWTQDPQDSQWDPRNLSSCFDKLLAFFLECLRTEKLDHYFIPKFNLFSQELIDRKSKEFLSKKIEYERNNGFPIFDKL
An asterisk follows results filed as active; & = joins results of further samples. Not all compounds are listed. The share of hits here may be higher or lower than overall.

SMILES | mcGAS MS inh
COc1cccc2c1OCC(CN1CCN(Cc3ccccc3F)C(CCO)C1)=C2 (stereo unspecified) | -4
CN(CCCn1cccn1)Cc1ccsc1 | -7
COc1cccc2cc(C(C)NC(=O)N(C)CC3CCCO3)oc12 (stereo unspecified) | -2
CCN(CC)c1nc2c(c(=O)n(C)c(=O)n2C)n1CCCc1ccccc1 | -2
OC(CNC1CCc2ncnn2C1)c1cccc(F)c1 (stereo unspecified) | -9
CSc1ccc(/C=C2N=C(/C=C/c3ccc(C)cc3)OC\2=O)cc1 | -5
Cc1cc(-n2nc(C)cc2NC(=O)c2ccc(F)cc2Cl)nc(C)n1 | 3
CCN1CCCC1CNC(=O)CCC1CCN(CC2=Cc3cccc(OC)c3OC2)CC1 (stereo unspecified) | -10
Cc1cccc(-n2nc3c(c2NC(=O)c2ccc(S(=O)(=O)N(C)C)cc2)CS(=O)(=O)C3)c1C | -5
CC(c1ccccc1)N(C)C(=O)CSc1nc(O)cc(=O)n1-c1ccc(Cl)cc1 (stereo unspecified) | 14
Cc1cc(NC(=O)C(C)Sc2nc3cc(Cl)ccc3n2C)no1 (stereo unspecified) | -6
Cc1noc(C)c1S(=O)(=O)NCc1cnn2ccccc12 | -23
Cc1ccc(C(=O)Cn2nc(C)c([N+](=O)[O-])c2C)s1 | -5
O=C(C1CCCN1C(=O)NCC(F)(F)F)N1CCSCC1 (stereo unspecified) | -8
COc1ccc(-n2nnc3c(=O)n(Cc4ccc(C(F)(F)F)cc4)cnc32)cc1 | 4
Cc1ccc(CN(C(=O)Nc2nnc(C(C)C)s2)C2CC2)o1 | -2
CC1C(=O)N(c2ccc3c(c2)OCO3)CCN1C(=O)Nc1cccc(Cl)c1 (stereo unspecified) | -5
CC(C)c1noc(C2CCN(C(=O)C3CC4(CCNCC4)CN3)CC2)n1 (stereo unspecified) | -1
CC(=O)c1cccc(S(=O)(=O)N2CCN(C(=O)c3ccc(N4CCCS4(=O)=O)cc3)CC2)c1 | -3
CN(C)C(=O)c1cccc(CNC(=O)c2csc(Br)c2)c1 | -13
CC1=C/C(=N/N=C2\NC(=O)C(CC(=O)Nc3ccccc3C(F)(F)F)S2)CC(C)(C)C1 (stereo unspecified) | -34
Cc1cc(C(=O)NCCC(=O)Nc2cccc3ccccc23)n[nH]1 | -4
COc1ccc(C(CC(=O)N(C)Cc2nc(C)cs2)c2ccccc2)cc1 (stereo unspecified) | -6
CS(=O)(=O)Nc1nc2n(n1)C(c1ccc(Cl)cc1)CC(c1ccccc1)=N2 (stereo unspecified) | 12
COc1ccc(OC)c(NC(=O)N2CC[C@@](C)(O)[C@@H](CC(C)C)C2)c1 | -14
CC1CN(C(=O)CNc2ccc3c(c2)C(=O)CCC3)CC(C)O1 (stereo unspecified) | -14&6
Cc1cc(C)n(C2CCN(c3nccc(CCC(F)(F)F)n3)C2)n1 (stereo unspecified) | -5
Cc1nn(C(C)C(=O)NC(C)C2CC3CCC2C3)c(C)c1[N+](=O)[O-] (stereo unspecified) | -8
C(CCNc1nc2nonc2nc1N1CCSCC1)CCN1CCOCC1 | -12
O=C1Nc2ccc(S(=O)(=O)N3CCOCC3)c3cccc1c23 | -10
CCOC(=O)N1CCC(N2CCC(n3nccc3NC(=O)c3ccccc3)CC2)CC1 | -6
CCOC(=O)N1CCc2c(sc(NC(=O)c3nc4ccccc4s3)c2C(N)=O)C1 | -6
O=C(NCCO)c1cc2n(n1)CCCN(C(=O)Cc1ccc(F)c(F)c1)C2 | -18
Cc1ccc(NC(=O)CSc2ccc(NC(=O)C(C)C)nn2)cc1F | 8
Cc1ccc(-c2nc(C(=O)Nc3cccn(C)c3=O)cs2)o1 | -3
CC(=O)Nc1cc(C2=CCCN(CC(C)N3CCOCC3)C2)nn1C (stereo unspecified) | -11
CCOc1ccc(S(=O)(=O)NCc2ccco2)cc1C | -9
O=c1[nH]c(-n2[nH]c3c(c2=O)CCCC3)nc2c1CCC2 | -3
NC(=O)c1ccnc(N2CCN(C/C=C/c3ccccc3)CC2)c1 | -10
CC(C)OCCCN1CC(C(=O)O)CC1=O (stereo unspecified) | -22
CC(CN(C)c1ccccc1)Nc1cc(=O)n2ccccc2n1 (stereo unspecified) | -4
CC(NC(=O)c1cc(Cl)c(Cl)n1C)c1nnc2n1CCC2 (stereo unspecified) | -7
Cc1cc(=O)[nH]c(-n2nc(-c3cccs3)cc2NC(=O)c2ccccc2C(F)(F)F)n1 | -2
Cc1ccc(F)c2c1N(C(=O)COc1cccc(C(N)=O)c1)CCC2 | -13
Cc1nn(CCN(C)c2ccccc2)c(N)c1C#N | 4
COC(=O)C1CCN(CC(O)COCc2ccc(NCCn3nc(C)cc3C)cc2)CC1 (stereo unspecified) | -2
CC(C)(C)C(=O)CSc1nc2ccsc2c(=O)n1-c1ccccc1 | -3
O=C(c1cc(F)ccc1F)c1ccccc1Cl | 1
CS(=O)(=O)NC1CC(=O)N(CCc2ccc(F)cc2)C1 (stereo unspecified) | 7
Cc1nc(SCC(=O)NC(C)COc2c(C)cccc2C)n[nH]1 (stereo unspecified) | -28
O=C(NC1(c2ccccc2)CC1)c1cc(COc2c(F)cccc2F)on1 | -1
Cc1cccc(NC(=O)CCCN2C(=O)c3cccc4cccc(c34)C2=O)c1 | 0
Cc1nn(-c2ccc(F)cc2)c(C)c1Cn1ccnc1-c1cccnc1 | -13
COc1ccc(/C=C/C2=NC(=C\c3ccc(Br)cc3)/C(=O)O2)cc1 | -5
CCCc1cc(=O)oc2cc(OCC(=O)NC3CCCC3)ccc12 | 1
Cc1nn(CN(C)Cc2nc3ccccc3s2)c(=S)n1C1CC1 | -2

(continued)
SMILES | mcGAS MS inh
Cc1ccc(-c2n[nH]c(C)c2NC(=O)NC(C)C)c(C)c1 | -3
O=C1NC(=S)NC(=O)C1=Cc1ccc(N2CCOCC2)o1 | 6
CC(C)CCNC(=O)NC(=O)COc1ccccc1I | 4
Cc1cn2c3c(=O)n(CCN4CCOCC4)c(=O)n(C)c3nc2n1-c1cccc(Cl)c1 | -10
CC1CCN(Cc2nnnn2CCCC(=O)N2CCN(C3CCCC3)C(=O)C2)CC1 | -7
CN1CCN(C(=O)c2coc(COc3cccc(C(F)(F)F)c3)n2)CC1=O | -11
N#CCCN(C(=O)CN1CCCC1Cc1ccccc1)c1ccccc1F (stereo unspecified) | -8
Nc1nc(-c2ccccc2)c(N=Nc2ccc3c(c2)OCCO3)s1 | -4
COc1cc(Br)c(S(=O)(=O)N2CCCc3c(C(N)=O)cccc32)cc1OC | -17
O=C(O)C1=Cc2cc(Cl)ccc2OC1 | 9
CN(C)C(=O)c1ccc(NCc2c(F)cccc2Cl)cc1 | -1
CC(C(=O)Nc1cccc(-c2cn3ccsc3n2)c1)n1nc(-c2cccs2)ccc1=O (stereo unspecified) | 0
c1ccc(Cc2nn3c(Cn4cnc5ccccc54)nnc3s2)cc1 | -3
Cc1c(C(=O)NCc2cccc(C(F)(F)F)c2)sc(=O)n1Cc1ccncc1 | -6
CC(=O)N1CCCn2nc(C(=O)NCc3ccc4sccc4c3)cc2C1 | -10
CC1Oc2ccc(C#N)cc2N(Cc2ccc(S(C)(=O)=O)cc2)C1=O (stereo unspecified) | 39
CC(C)S(=O)(=O)n1c(N)nc2ccc(Br)cc21 | -1
CCOC(=O)c1cc([N+](=O)[O-])sc1NC(=O)CC | 2
CC(Oc1ccc(F)cc1Br)C(=O)N(C)Cc1ccncc1 (stereo unspecified) | -26
O=S1(=O)CC=C(S(=O)(=O)N2CCCC3(CCNC3)C2)C1 (stereo unspecified) | -7
COc1ncc(C(=O)NC(C)C23CC4CC(CC(O)(C4)C2)C3)cn1 (stereo unspecified) | -25
O=C(NCCCN1CCCC1=O)c1cccc2c3c([nH]c12)CCC3 | -32
COc1ccc(OCCS(=O)(=O)c2nc3ccccc3[nH]2)cc1 | 0
CC1(C)NN2C(=O)OC3(C)CCC1C23C (stereo unspecified) | -7
COc1cc(COc2cc(C)ccc2C(N)=O)cc(Br)c1OC | -2
O=C(Cc1csc(Nc2ccc(OC(F)(F)F)cc2)n1)NC1CC1 | -8
CCC(C)N(CC1=CCN(Cc2ncccn2)CC1)C(C)=O (stereo unspecified) | -14
CN(C)C1CCCN(C(=O)c2ccc(-n3cccc3)cc2)C1 (stereo unspecified) | -3
COc1cc(C(=O)N2CCN3C(=O)CNC(=O)C3C2)ccn1 (stereo unspecified) | -11
O=C(c1ccco1)N1CCCC(Cn2cc(-c3ccccn3)nn2)C1 (stereo unspecified) | 1
Cc1cccc(-n2ccnc2CN2CCN(C(C)C)C(CCO)C2)c1 (stereo unspecified) | -6
O=C(NCc1cccnc1)c1ccc2oc(-c3cccc(F)c3)nc2c1 | -9
O=S(=O)(Nc1nc2ccccc2nc1Nc1ccccc1)c1cccc2nsnc12 | -10
Cc1occc1C(=O)NCCCNc1cccnc1 | -3
CCn1c(C)cc(C(=O)CSc2nnc(-c3ccco3)o2)c1C | -2
Oc1[nH]c2cc3c(cc2c1N=NCc1ccc(Cl)cc1Cl)OCCO3 | -1
OC1CCN(c2ccnc(-c3ccccc3CN3CCOCC3)n2)CC1 | -10
COc1ccc(N2CCN(C(=O)C3CC=CCC3C(=O)NC(c3ccccc3)c3ccccn3)CC2)cc1 (stereo unspecified) | -8
Cc1ccc(CN2CCC(CN(C)Cc3ccc(OC(C)C)cc3)CC2)o1 | -5
COc1ccc(-c2noc(CSc3nnnn3C3CCCC3)n2)cc1 | -5

Two neighbouring records already listed:
SMILES | mcGAS MS inh
COc1ccc(N2CCN(C(=O)C3CC=CCC3C(=O)NC(c3ccccc3)c3ccccn3)CC2)cc1 (stereo unspecified) | -8
Cc1ccc(CN2CCC(CN(C)Cc3ccc(OC(C)C)cc3)CC2)o1 | -5

New compounds follow
SMILES | mcGAS MS inh
O=C(CCc1cccnc1)N1CC[C@@H](c2ccc3c(c2)OCO3)[C@H](O)C1 | -22
CC(C)(NC(=O)c1cccs1)C(=O)NC(Cn1cccn1)c1ccccc1 (stereo unspecified) | -6
Cc1nc2sc(C(=O)OCC(=O)Nc3ccccc3C#N)c(C)c2c(=O)[nH]1 | -15
CCN(CC)S(=O)(=O)CCNC(=O)N(C)Cc1ccc(F)cc1 | 10
CC1Cc2nc(SCC(=O)Nc3nc4ccccc4s3)n(C)c(=O)c2S1 (stereo unspecified) | -4
Cc1nc(N(C)C)ncc1C(=O)N1CCN(C)C2(CCN(C)CC2)C1 | -12
O=C1CC(COCc2ccccc2)c2c(n[nH]c2-c2cccs2)N1 (stereo unspecified) | -4
COCC(=O)Nc1ccccc1-c1ccc(C(C)C)cc1 | -12
Cc1ccc(C)c(Nc2nnc(Cc3ccccc3)c(=O)[nH]2)c1 | -5
COC(=O)C1=C(C(=O)OC)SC(=C2C(=S)C(C)(C)Nc3ccccc32)S1 | -2
Cc1ccc(Nc2nc(NCCO)nc3nccnc23)cc1 | 21
CCC(=O)OCC(=O)[C@@]1(OC(=O)CC)[C@@H](C)C[C@H]2[C@@H]3CCC4=CC(=O)C=C[C@]4(C)[C@@]3(Cl)[C@@H](O)C[C@@]21C | 0
CC(=NNC(N)=S)C1CC2CCC1C2 (stereo unspecified) | -13
O=C(CCN1CCCO1)N1CCCC(CNC(=O)C2(c3ccc(Cl)cc3)CC2)C1 (stereo unspecified) | 14
CN(CC(=O)Nc1ccc(N2CCN(Cc3ccccc3)CC2)cc1)C1CCCCC1 | -22
CCCN(CC(=O)OCC)C(=O)c1cc(F)cc(Br)c1 | -6
Cn1ccc2c(-c3cccc(O)c3)ccnc21 | -7
Cc1sc2nc(CC(=O)C(C)(C)C)nc(N)c2c1C | -29
CN=c1scc(-c2cc(Cl)ccc2Cl)n1N=Cc1ccc(O)cc1O | -22
CCN1C(=O)/C(=C2\SC(=S)N(CCOC)C2=O)c2ccccc21 | 0
CCCNC(=O)C1CCCN(CCOc2ccc(Cl)cc2)C1 (stereo unspecified) | -19
Clc1cccc(-c2nccn2CCc2cccnc2)c1 | -7
Brc1ccc(C=C(c2ccccc2)c2ccncc2)cc1 | -3
C=C(C)Cn1c(=O)c2c(nc3n(-c4ccc(OC)cc4OC)c(C)c(C)n23)n(C)c1=O | -7
CNC(=O)COC(=O)C=Cc1ccco1 | -8
C#CCn1c(=NC(=O)CN2C(=O)CCC2=O)sc2cc(F)ccc21 | -5
Cc1ccc(C(O)=C2C(=O)C(=O)N(Cc3cccnc3)C2c2cccnc2)cc1 (stereo unspecified) | 5
OCCC1CN(Cc2cccc3cccnc23)CCN1C1CCCCC1 (stereo unspecified) | 0
CCCCOC(=O)Cn1c(=O)c2c(nc3n2CCCCN3c2ccc(OCC)cc2)n(C)c1=O | -3
CCOc1cc(CN(C)Cc2ccncc2C)ccc1O | -5
O=C(c1cc(COc2ccc3ncccc3c2)on1)N1CCC(c2ccncc2)CC1 | -1
Cc1cccc(-n2c(C3CCCCC3)n[nH]c2=S)c1 | -4
Cc1ccc2nc(CSc3n[nH]c(N)n3)cc(=O)n2c1 | -9
CCOC(=O)c1nn(-c2ccc(C)cc2)c(=O)cc1OCC(=O)Nc1ccccc1OC | -6

Arranged by the number under mcGAS MS inh (low to high): some entries from above
SMILES | mcGAS MS inh
Cc1ccc2nc(CSc3n[nH]c(N)n3)cc(=O)n2c1 | -9
CNC(=O)COC(=O)C=Cc1ccco1 | -8
C#CCn1c(=NC(=O)CN2C(=O)CCC2=O)sc2cc(F)ccc21 | -5
CCCCOC(=O)Cn1c(=O)c2c(nc3n2CCCCN3c2ccc(OCC)cc2)n(C)c1=O | -3
O=C(c1cc(COc2ccc3ncccc3c2)on1)N1CCC(c2ccncc2)CC1 | -1
OCCC1CN(Cc2cccc3cccnc23)CCN1C1CCCCC1 (stereo unspecified) | 0
